Screening data (PubChem BioAssay)
TSG101-PTAP inh: qHTS Validation Assay for Inhibitors of HIV-1 Budding by Blocking the Interaction of PTAP/TSG101: Sytravon Library Screen; Tumor susceptibility gene 101 protein (Homo sapiens), Q99816; Fluorescence polarization, FITC-PTAP peptide/Tsg101, 20 min; Potency, µM (series often up to 115 µM), without a hit: top-dose activity change, negative = inhibition, actives largely listed as inhibitors; 44,000 tested, under 10 active; AID 1347069, 2019; further: potency means the concentration at half of the fitted maximal effect; 0% is about no effect
Target sequence (Q99816 whole entry, looked up): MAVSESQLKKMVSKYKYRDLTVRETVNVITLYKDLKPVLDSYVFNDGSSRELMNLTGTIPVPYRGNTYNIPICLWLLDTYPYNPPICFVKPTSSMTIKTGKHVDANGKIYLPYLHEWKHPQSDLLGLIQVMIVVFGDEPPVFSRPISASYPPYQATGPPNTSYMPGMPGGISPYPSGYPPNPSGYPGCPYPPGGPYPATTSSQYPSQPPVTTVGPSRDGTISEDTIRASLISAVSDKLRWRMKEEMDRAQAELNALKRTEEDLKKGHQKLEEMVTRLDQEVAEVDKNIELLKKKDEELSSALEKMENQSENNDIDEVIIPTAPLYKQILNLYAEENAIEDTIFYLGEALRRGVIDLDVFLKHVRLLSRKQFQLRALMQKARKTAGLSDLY
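FITC-labeled PTAP peptide (50 nM final) binding to Tsg101 binding domain (10 uM final) read by fluorescence polarization after 20 min at r.t. in HEPES pH 7.5 buffer. Actives by CRC class, <25 µM.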
FH mod: Identification of activators of human fumarate hydratase by quantitative high-throughput screening; Fumarate hydratase, mitochondrial (Homo sapiens), P07954; FH coupled MDH/diaphorase resazurin fluorescence, 15 min; Potency, µM (doses to about 79.9 µM), without a hit: top-dose activity change, negative = inhibition, actives largely listed as inhibitors; 54,000 compounds, 0.22% hits; AID 1347055, 2019; further: potency means the concentration at half of the fitted maximal effect; on the % scale 0 is the no-effect control and ±100 the full control effect; the screen sought activators but most active calls are inhibition curves; nearly all actives have a fitted effect of over 45% in size
B2AR arrestin ag: qHTS assay of beta-arrestin-biased ligands of beta2-adrenergic receptor: NCGC Sytravon Library Screen | HTLA Tango cells, beta-arrestin recruitment, luciferase luminescence, 18 h | 44,000 tested, under 10 active | Beta-2 adrenergic receptor (Homo sapiens), P07550 | Potency, µM (doses to about 46.1 µM), for inactives: at the highest dose activation, usual class: activators;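 further: potency means the concentration at half of the fitted maximal effect; 0% = DMSO and full agonism = EC100 isoproterenol or metaproterenol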
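Tango cells expressing recombinant beta2-AR and beta-arrestin were treated with compounds (up to 46 microM titration) in DMEM with 1% FBS for 18 hr at 37 degrees C. Beta-arrestin recruitment drove tTA-dependent luciferase, read by luminescence; curves were fitted and classed.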
GALK inh: qHTS Assay for Inhibitors of Human Galactokinase (GALK): NCGC Sytravon Library Screen; Potency, µM (doses to about 57.5 µM), for inactives: top-dose activity, negative = inhibition, hits mostly inhibitors; recombinant GALK, Kinase-Glo ATP luminescence, 1 h; 44,000 tested, under 10 active;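 further: plate controls were full GALK reaction for no effect and reaction lacking GALK for full effect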
Target sequence (P51570 whole entry, looked up): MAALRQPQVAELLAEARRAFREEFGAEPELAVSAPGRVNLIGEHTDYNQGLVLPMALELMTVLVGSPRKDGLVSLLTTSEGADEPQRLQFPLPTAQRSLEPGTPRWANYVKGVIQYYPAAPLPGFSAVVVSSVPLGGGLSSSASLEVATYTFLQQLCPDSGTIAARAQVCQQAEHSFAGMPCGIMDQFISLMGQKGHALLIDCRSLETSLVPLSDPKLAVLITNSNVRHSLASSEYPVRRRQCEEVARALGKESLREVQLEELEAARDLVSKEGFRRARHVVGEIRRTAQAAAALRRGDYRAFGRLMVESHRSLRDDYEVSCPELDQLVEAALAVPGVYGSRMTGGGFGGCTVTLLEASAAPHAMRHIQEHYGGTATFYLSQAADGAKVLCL
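Luminescent ATP-depletion readout (Kinase-Glo Plus) after 1 h room-temperature incubation of human GALK (5 nM) with galactose 100 µM and ATP 35 µM, pH 8.0 HEPES/Mg2+ buffer; compounds tested in qHTS format.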
NTMT1 inhibitor: Primary qHTS for Inhibitors of N-terminal methyltransferase 1 (NTMT1): MTaseGlo Assay; NTMT1 MTase-Glo SAH luminescence, purified enzyme; N-terminal Xaa-Pro-Lys N-methyltransferase 1 (Homo sapiens), Q9BV86; Potency, µM (doses to about 114 µM), without a hit: top-dose activity change, negative = inhibition, most hits filed as inhibitors; 59,000 compounds, 2.5% hits;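 further: potency means the concentration at half of the fitted maximal effect; plate controls were DMSO vehicle for no effect and no enzyme for full effect; nearly all actives have a fitted effect of over 65% in size; many of its hits are not listed in these tables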
Target sequence (Q9BV86 whole entry, looked up): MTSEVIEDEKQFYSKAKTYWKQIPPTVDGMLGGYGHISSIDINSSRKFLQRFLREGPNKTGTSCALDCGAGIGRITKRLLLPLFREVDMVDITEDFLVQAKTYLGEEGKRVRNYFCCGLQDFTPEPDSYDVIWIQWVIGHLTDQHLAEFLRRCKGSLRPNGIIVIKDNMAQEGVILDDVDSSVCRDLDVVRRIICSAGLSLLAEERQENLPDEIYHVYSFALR
p53null 39C kill: qHTS Screen for Compounds that Selectively Target Cancer Cells with p53 Mutations: Cytotoxicity of p53 Null Cells at the Nonpermissive Temperature; H1299 p53-null (neo) cells, 39C, ATPlite viability, 24 h; Potency, µM (highest dose often 46.1 µM), without a hit: at the highest dose activity, negative = cell killing, most hits filed as cytotoxic; 55,000 compounds, 0.97% hits; AID 904, 2007;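 further: potency means the concentration at half of the fitted maximal effect; 0% = DMSO only and -100% = full killing by 100 µM tamoxifen; nearly all actives have a fitted effect of over 50% in size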
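Luminescent ATP signal reported cell survival after H1299 lines (neo, p53 null; or p53 A138V) received up to 46 uM compound and 24 hr incubation at 39C.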
p53null 32C tox: qHTS Screen for Compounds that Selectively Target Cancer Cells with p53 Mutations: Cytotoxicity of p53 Null Cells at the Permissive Temperature. H1299-neo p53 null cells, ATP luminescence, 24 h, 32C. Potency, µM (top dose mostly 46.1 µM), without a hit: at the top dose activity change, negative = cytotoxicity, hits mostly cytotoxic. 55,000 compounds, 0.62% hits. AID 903, 2007;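 further: potency means the concentration at half of the fitted maximal effect; 0% = DMSO only and -100% = full killing by 100 µM tamoxifen; nearly all actives have a fitted effect of over 55% in size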
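Cytotoxicity: H1299-neo (no p53), 32C, 24 h treatment. Concentrations up to 46 uM. Readout cellular ATP, luminescence. Normalization to DMSO basal and tamoxifen 100 uM maximal kill.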
* marks the source's active call; other numbers are inactive results; ? = inconclusive; [ ] = remark or other dose. The call rests on the fitted dose curve; in most records, active means well fitted curve in the direction sought with a large enough effect; inconclusive means small, poorly fitted or top-dose-only effect, or another doubt; inactive means no such curve, though single readings can be large; an effect the other way counts as inactive or inconclusive. These rows are one share of the data; the hit share may differ from the screen's.

SMILES | TSG101-PTAP inh | FH mod | B2AR arrestin ag | GALK inh | NTMT1 inhibitor | p53null 39C kill | p53null 32C tox
CCOc1ccc(NC(=O)c2ccc(-c3ccccc3)s2)cc1 | 5% | 3% | -4% | -14% | 1% | -13% | -1%
Cc1ccc(NC(=O)CCc2c(C)nc3cc(-c4ccccc4)nn3c2C)cc1F | -1% | -8% | 0% | 0% | -19% | ? | -2%
Cc1nn(CCCC(=O)NCc2ccccc2Br)c(=O)c2c1sc1ccccc12 | 2% | -2% | -2% | 3% | -7% | 20% | -10%
Cc1ccc2c(c1)C(=O)OC(C(=O)Nc1ncc(Cc3ccc(Cl)cc3)s1)C2 (centres undefined) | 1% | 0% | -2% | 0% | 3% | 3% | 2%
CC(C)c1ccc(NS(=O)(=O)c2cc(Br)cc3c2N(C(=O)C2CC2)CC3)cc1 | 2% | -21% | 0% | 3% | -24% | 4% | 17%
COc1ccc(C(=O)N(Cc2sccc2C)C2CCS(=O)(=O)C2)cc1Cl (centres undefined) | -4% | -18% | -1% | 4% | -1% | 0% | 0%
CCOc1ccc(CNC(=O)c2ccc(CS(=O)c3ccccc3)o2)cc1 (centres undefined) | 1% | 4% | 0% | -6% | -3% | -23% | 2%
CCCC(=O)Nc1cc2nn(-c3ccccc3)nc2cc1C | -5% | -1% | 0% | -15% | -1% | ? | -20%
COC(=O)c1cc2sc(C)cc2n1CC(=O)Nc1ccc(C)c(C)c1 | -1% | -1% | -2% | -3% | 6% | -16% | -6%
Cc1ccccc1CCNC(=O)c1ccc(Cn2c(=O)c3cccn3c3cccnc32)cc1 | 7% | -12% | 0% | 3% | ? | ? | -27%

An excerpt from above, limited to B2AR arrestin ag, TSG101-PTAP inh and NTMT1 inhibitor:
compound,B2AR arrestin ag,TSG101-PTAP inh,NTMT1 inhibitor
Cc1ccc(NC(=O)CCc2c(C)nc3cc(-c4ccccc4)nn3c2C)cc1F,0%,-1%,-19%
Cc1nn(CCCC(=O)NCc2ccccc2Br)c(=O)c2c1sc1ccccc12,-2%,2%,-7%
Cc1ccc2c(c1)C(=O)OC(C(=O)Nc1ncc(Cc3ccc(Cl)cc3)s1)C2 (centres undefined),-2%,1%,3%

Continued:
SMILES | TSG101-PTAP inh | FH mod | B2AR arrestin ag | GALK inh | NTMT1 inhibitor | p53null 39C kill | p53null 32C tox
Cc1cccc(NC(=O)CCNS(=O)(=O)c2cccc3nonc23)c1 | 0% | 3% | 1% | 5% | -5% | -12% | 0%
Cc1ccc(Cl)cc1NC(=O)Cn1c(SCC(=O)NCc2ccccc2)nc2ccccc21 | -3% | 18% | 0% | 1% | -6% | -20% | -9%
O=C(NCCc1ccccc1)c1ccc2nc(N3CCCCC3)sc2c1 | -5% | 0% | -1% | 0% | ? | -12% | -10%
COc1ccc(N(CC(=O)Nc2ccc(Cl)cc2C)S(=O)(=O)c2ccccc2)c(OC)c1 | -6% | -29% | 0% | 9% | 28% | -11% | -2%[9.22 µM]
O=C(NC1(C(F)(F)F)NC(=O)N(CCc2ccccc2)C1=O)c1ccccc1F (centres undefined) | -1% | -6% | 1% | 0% | -2% | -8% | -9%
Cc1c(-c2nc(-c3ccccc3)no2)nnn1-c1cccc(C(F)(F)F)c1 | 4% | 10% | -1% | -1% | -1% | 4% | -4%
O=c1c2cnn(-c3ccc(Cl)cc3)c2ncn1Cc1cccc(C(F)(F)F)c1 | 1% | 5% | -3% | 1% | 19% | -1% | -1%
Cc1ccc(C)c(N2CCN(C(=O)CN3C(=O)COc4ccc(S(=O)(=O)N5CCCCCC5)cc43)CC2)c1 | 0% | -20% | 0% | -3% | -5% | 26% | 23%
COc1cccc(C2=CC(c3ccccc3F)n3ncc(C(=O)Nc4ccc(F)cc4)c3N2)c1 (centres undefined) | -6% | -26% | 0% | 3% | 22µM* | 23% | 19%
Cc1ccc(N2CC(NC(=O)c3cccc(Cl)c3)CC2=O)cc1C (centres undefined) | 1% | -7% | -4% | -4% | -1% | 14% | 3%
COc1ccccc1CNC(=O)c1cc2cccc3c2n1CC(C)S3 (centres undefined) | -1% | -15% | 4% | -1% | -2% | 23% | 15%
COc1ccc(NC(=O)Cn2nnc(C(=O)NCc3ccccc3Cl)c2N)cc1Cl | 1% | 3% | 1% | 0% | 10% | 2% | 7%
COCCCNC(=O)CSC1=Nc2ccccc2C2=NC(CCC(=O)NCc3ccc(OC)cc3)C(=O)N12 (centres undefined) | -6% | 0% | -1% | 3% | -8% | 14% | 1%
COc1ccc(CC(=O)NCCc2sc(-c3cccc(F)c3)nc2C)cc1 | -3% | -5% | -1% | 0% | -19% | -2% | -1%
Cc1ccc(C(=O)Nc2ccc(NC(=O)c3cccs3)cc2)cc1C | -4% | 7% | 0% | 0% | 10% | 15% | -3%
O=C(CSc1nc2c([nH]c3ccccc32)c(=O)n1-c1ccccc1)N1CCc2ccccc21 | -11% | 3% | 0% | 1% | 2% | -25% | 3%
Cc1oc(-c2ccccc2F)nc1CSCC(=O)NCc1ccccc1 | -1% | -3% | 0% | -4% | -23% | -15% | -6%
COc1ccc(NC(=O)CN2C(=O)C3(SCC(=O)N3c3ccccc3)c3ccccc32)cc1Cl (centres undefined) | -8% | -20% | 9% | -5% | 14% | 6% | 21%
Cc1ccc(C)c(NC(=O)C2CCN(c3nn4c(=O)cc(C)nc4s3)CC2)c1 | -2% | -3% | -3% | 8% | 28% | -2% | -1%
COc1cccc(N2CCN(C(=O)c3ccc(C)c(NC(=O)c4nsc5ccccc45)c3)CC2)c1 | 2% | -2% | 0% | 3% | 1% | 4% | 3%

Some of the entries above in a different format.
canonical_smiles: O=C(NCCc1ccccc1)c1ccc2nc(N3CCCCC3)sc2c1
- TSG101-PTAP inh = -5%
- FH mod = 0%
- B2AR arrestin ag = -1%
- GALK inh = 0%
- NTMT1 inhibitor = ?
- p53null 39C kill = -12%
- p53null 32C tox = -10%
canonical_smiles: COc1ccc(N(CC(=O)Nc2ccc(Cl)cc2C)S(=O)(=O)c2ccccc2)c(OC)c1
- TSG101-PTAP inh = -6%
- FH mod = -29%
- B2AR arrestin ag = 0%
- GALK inh = 9%
- NTMT1 inhibitor = 28%
- p53null 39C kill = -11%
- p53null 32C tox = -2%[9.22 µM]
canonical_smiles: O=C(NC1(C(F)(F)F)NC(=O)N(CCc2ccccc2)C1=O)c1ccccc1F (centres undefined)
- TSG101-PTAP inh = -1%
- FH mod = -6%
- B2AR arrestin ag = 1%
- GALK inh = 0%
- NTMT1 inhibitor = -2%
- p53null 39C kill = -8%
- p53null 32C tox = -9%

(further entries)
SMILES | TSG101-PTAP inh | FH mod | B2AR arrestin ag | GALK inh | NTMT1 inhibitor | p53null 39C kill | p53null 32C tox
COc1ccc(S(=O)(=O)N2CCC(c3nnnn3-c3ccccc3)CC2)cc1OC | 2% | -12% | -1% | 1% | 3% | 2% | 1%
Cc1ccc(-c2nc(CS(=O)(=O)CC(=O)N3CCN(c4cccc(C)c4C)CC3)c(C)o2)cc1 | -6% | -22% | 1% | 2% | -2% | -1% | -2%
COc1ccc(Cl)cc1NC(=O)CCn1c(=O)oc2ccccc21 | 1% | -16% | 0% | -14% | 6% | 5% | 0%
Cc1oc(-c2ccc(C(=O)NCc3cccc(F)c3)cc2)nc1COc1ccccc1 | 1% | 30% | 1% | ? | 2% | -3% | 1%
CCOc1cc(-c2ccc(OC(=O)c3ccccc3)c(OC)c2)cc(=O)c2c(C)oc(C)c12 | 12% | -29% | -2% | 2% | 0% | 7% | 10%
CCN(CC)c1ccc(-c2nc(-c3ccccc3C)no2)cc1[N+](=O)[O-] | 0% | -13% | -3% | -12% | 13% | -2% | -6%
COC(=O)c1sccc1S(=O)(=O)N(CC(=O)NCc1ccc(F)cc1)c1ccccc1 | 0% | -5% | 2% | 0% | 1% | -7% | -9%
Cc1ccc(N2CC(C(=O)NCCS(=O)(=O)N3CCN(c4ccccc4F)CC3)CC2=O)cc1 (centres undefined) | -1% | -5% | -1% | 3% | 1% | 3% | -3%
COc1ccccc1NC(=O)CSC1=Nc2ccccc2C2=NC(CC(=O)NCc3cccs3)C(=O)N12 (centres undefined) | -5% | -25% | 2% | -4% | 7% | 10% | 7%
Cc1[nH]c(=O)[nH]c(=O)c1S(=O)(=O)N1CCN(c2cccc(Cl)c2)CC1 | 0% | 0% | -1% | 1% | -14% | -9% | -12%
COc1ccc(-n2c3c(cc(-c4nc(-c5ccc(Cl)cc5)cs4)c2=O)C(=O)CC(C)(C)C3)cc1 | 4% | -25% | -2% | 6% | -13% | -13% | 3%
COc1ccccc1N1CCN(Cc2nc(-c3cc(OC)c(OC)c(OC)c3)no2)CC1 | 0% | -19% | -2% | -2% | -2% | -2% | 0%
COc1ccc(Cl)c2sc(NC(=O)c3ccc(S(=O)(=O)N4CCCC4)cc3)nc12 | -1% | 0% | 0% | 2% | 5% | -15% | 0%
CCc1ccc(S(=O)(=O)c2nnn3c2nc(NCCc2ccccc2)c2sccc23)cc1 | -5% | -27% | ? | 1% | ? | 6% | 12%
CCc1ccc(CNC(=O)c2ccc3c(c2)c(C)c(C)n3Cc2ccccc2)cc1 | -11% | -15% | 0% | -3% | ? | 2% | 7%
CCOC(=O)N1CCc2c(sc3c2c(=O)n(-c2ccc(CC)cc2)c(=O)n3Cc2cc(C)ccc2C)C1 | -9% | 22% | -2% | 8% | 16% | -23% | -4%
CC1CCCN(C(=O)Cn2c(=O)n(CC3CCC(C(=O)NC(C)C)CC3)c(=O)c3sccc32)C1 (centres undefined) | 1% | -14% | 1% | 1% | -6% | 8% | -2%
Cc1ccc(Cl)cc1NC(=O)Cn1c(=O)n(CCCS(=O)(=O)C2CCCCC2)c(=O)c2ccccc21 | 0% | -1% | -2% | -8% | 6% | -2% | -7%
CCOC(=O)N1CCN(Cc2nc3cc(NC(=O)c4ccccc4OC)ccc3n2C(C)C)CC1 | 1% | 6% | -2% | -8% | 20% | ? | -8%
COc1cc(NC(=O)N2CCC(CN3CCCC3)CC2)cc(OC)c1OC | -3% | 3% | 0% | -6% | -7% | -6% | -12%
CSc1ncc(C(=O)Nc2cc(C)cc(C)c2)c(-c2ccccc2)n1 | -8% | -7% | -1% | -10% | 9% | -9% | -4%
COc1ccc(NC(=O)C2=C(C)Nc3nc(SCc4ccccc4)nn3C2c2cc(OC)ccc2OC)cc1 (centres undefined) | 7% | 4% | 0% | 2% | 13% | -19% | 1%
CCCc1cnc2c(c1SCc1cccc(C)c1)c(=O)n(C)c(=O)n2C | -4% | ? | -2% | 2% | -3% | 14% | 3%
